NCOA3 inh – human NCOA3 inhibition | inhibition, % at 3.6 µM | Q9Y6Q9 | HEK293 GAL4-SRC3 luciferase reporter, luminescence | 0.17% of 360,000 active;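 active means inhibition above a per-campaign cutoff, the mean of all compounds plus 3 SD, cut at about 60% in these data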;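 further: 0% = DMSO-treated cells and 100% = gossypol-treated cells at 36 µM; higher means less SRC3-driven luciferase light from the GAL4 reporter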
TWEAK-Fn14 inh – TWEAK-Fn14 signaling inhibition; TWEAK-stimulated Fn14 reporter cells, luciferase luminescence, 8 h; AID 1159606; 2% of 360,000 active; inhibition, % at 10 µM; in the data active means inhibition above about 50%
NCOA2 inhibitor – human SRC2 (NCOA2) inhibition | 0.17% of 370,000 active | AID 651957 | inhibition, % at 9 µM | HEK293 GAL4-SRC2 luciferase reporter, luminescence;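 active means inhibition above the mean inhibition of all tested compounds plus 3 SD, set per campaign, cut at about 52% in these data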;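 further: 0% = DMSO treated cells and 100% = cells given Gossypol at 36 µM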
Target sequence (Q15596 whole entry, looked up, the tested form may be a part): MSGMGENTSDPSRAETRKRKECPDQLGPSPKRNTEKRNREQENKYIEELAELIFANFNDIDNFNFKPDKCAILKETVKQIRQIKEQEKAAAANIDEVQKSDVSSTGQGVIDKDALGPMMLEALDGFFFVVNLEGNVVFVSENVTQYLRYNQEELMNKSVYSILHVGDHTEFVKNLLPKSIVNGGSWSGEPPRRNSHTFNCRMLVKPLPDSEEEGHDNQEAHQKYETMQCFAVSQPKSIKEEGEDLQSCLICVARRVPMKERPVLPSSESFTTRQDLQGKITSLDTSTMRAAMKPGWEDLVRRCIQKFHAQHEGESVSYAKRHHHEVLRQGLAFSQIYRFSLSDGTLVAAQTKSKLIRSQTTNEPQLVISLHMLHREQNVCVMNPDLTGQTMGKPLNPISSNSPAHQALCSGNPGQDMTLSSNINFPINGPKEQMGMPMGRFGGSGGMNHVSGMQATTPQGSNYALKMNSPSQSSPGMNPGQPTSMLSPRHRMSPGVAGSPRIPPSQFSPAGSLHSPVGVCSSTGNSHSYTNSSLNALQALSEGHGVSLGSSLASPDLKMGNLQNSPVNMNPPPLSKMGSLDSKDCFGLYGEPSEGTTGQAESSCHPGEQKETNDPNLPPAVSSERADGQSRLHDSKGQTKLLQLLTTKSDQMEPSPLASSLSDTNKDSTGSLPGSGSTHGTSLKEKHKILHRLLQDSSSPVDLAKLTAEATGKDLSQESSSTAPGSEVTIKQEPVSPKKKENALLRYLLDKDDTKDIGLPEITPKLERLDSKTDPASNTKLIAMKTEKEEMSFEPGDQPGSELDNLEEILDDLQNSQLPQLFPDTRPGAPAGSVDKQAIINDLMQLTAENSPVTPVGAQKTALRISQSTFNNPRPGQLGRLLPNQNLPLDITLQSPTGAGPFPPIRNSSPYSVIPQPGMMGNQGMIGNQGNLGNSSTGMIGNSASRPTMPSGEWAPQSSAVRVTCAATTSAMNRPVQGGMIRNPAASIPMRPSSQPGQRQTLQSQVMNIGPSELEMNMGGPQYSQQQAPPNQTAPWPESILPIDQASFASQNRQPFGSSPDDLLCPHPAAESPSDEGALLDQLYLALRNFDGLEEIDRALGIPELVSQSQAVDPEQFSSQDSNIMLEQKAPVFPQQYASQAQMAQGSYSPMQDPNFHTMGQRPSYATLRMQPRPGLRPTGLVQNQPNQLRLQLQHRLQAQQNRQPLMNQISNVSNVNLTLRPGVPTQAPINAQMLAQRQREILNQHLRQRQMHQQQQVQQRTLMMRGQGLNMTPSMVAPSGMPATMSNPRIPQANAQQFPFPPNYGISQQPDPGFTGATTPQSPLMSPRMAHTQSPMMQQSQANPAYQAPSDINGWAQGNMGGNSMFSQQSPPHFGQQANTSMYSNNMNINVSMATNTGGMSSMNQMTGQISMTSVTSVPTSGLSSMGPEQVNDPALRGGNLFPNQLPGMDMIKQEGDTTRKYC
TROY signal inh – blocks TROY-dependent signaling in reporter cells; Q293 LMP1-TROYcd NF-kB luciferase reporter, 4 h; inhibition, % at 10 µM; 0.98% of 360,000 active; AID 1347056;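 active means compounds whose plate-normalised and pattern-corrected inhibition of the luciferase reporter signal at the single screening dose is 50% or more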
C8 TRAIL sens – sensitizes caspase-8 expressing cells to TRAIL; NB7+C8 cells + TRAIL, ATPlite viability luminescence; AID 624354; 1% of 360,000 active; inhibition (viability loss, TRAIL sensitization), % at 10 µM;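 active means compounds causing at least 50% loss of cell viability in the single-dose screen, relative to plate controls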
KKLEB tox – CF airway cell cytotoxicity counter-screen; KKLEB CF airway cells viability, ATPlite luminescence, overnight; active compounds read low; cells stimulated with P. aeruginosa culture filtrate; activity change (cytotoxicity), % at 5 µM; 0.36% of 360,000 active; AID 602141;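 active means corrected activity change at or below -50% at 5 µM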
SRC1 inh – human NCOA1 inhibition. inhibition, % at 3.6 µM. 0.12% of 360,000 active. Q15788. AID 588354. HEK293 GAL4-SRC1 luciferase reporter, luminescence;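 active means inhibition above the campaign mean plus 3 SD, with each screening campaign given its own cutoff, cut at about 60% in these data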;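 further: 0% = DMSO treated cells and 100% = gossypol at 36 µM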
CF NFkB block – cystic fibrosis NF-kB activation inhibition; KKLEB NF-kB-GFP reporter, PAF-induced, GFP fluorescence overnight; inhibition, % at 5 µM; 0.86% of 360,000 active; AID 588850;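 active means at least 50% inhibition at 5 µM, scaled per plate between neutral and stimulator controls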;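 further: PAF is a Pseudomonas aeruginosa culture filtrate used as stimulus; plate controls were PAF-stimulated DMSO wells for no effect and unstimulated DMSO wells for full effect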
NR5A2 inv ag – NR5A2 inverse agonism in reporter assay. inhibition, % at 3.6 µM. HEK293T StAR-luciferase reporter, LRH-1 transfected, 24 h. 0.13% of 360,000 active;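 active means inhibition above the mean inhibition of all tested compounds plus 3 SD, cut at about 73% in these data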;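 further: 0% = DMSO wells and 100% = reporter-only cells lacking LRH-1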
LMP1 NFkB inh – inhibitors of Epstein-Barr LMP1-induced NF-kappaB reporter; LMP1-induced NF-kappaB luciferase reporter cells, luminescence; inhibition, % at 12.5 µM; 0.69% of 350,000 active; AID 504558; in the data active means inhibition above about 41%;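 further: 0% = neutral control wells and 100% = reference inhibitor control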
NR2F2 inh – blocks human COUP-TFII nuclear receptor. HEK293T NGFI-A luciferase reporter, luminescence. inhibition, % at 8.6 µM. 0.7% of 370,000 active;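 active means inhibition above a per-plate cutoff, mean inhibition of test wells between control levels plus 3 SD, cut at about 38% in these data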;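 further: cells cotransfected with COUP-TFII expression vector driving the NGFI-A reporter; 0% = median of COUP-TF2 test wells and 100% = reporter-only cells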
Active calls of the source: *.

`CC1=C(C(=O)OCC2CCCO2)C(c2coc3ccccc3c2=O)C2=C(CC(C)(C)CC2=O)N1` (stereo not drawn) gave NCOA3 inh 11, TWEAK-Fn14 inh -4, NCOA2 inhibitor -9, TROY signal inh 1, C8 TRAIL sens 2, KKLEB tox 6, SRC1 inh -13, CF NFkB block -7, NR5A2 inv ag 0, LMP1 NFkB inh -2 and NR2F2 inh 2.
Screening CN1C2CCC1CC(NC(=O)c1cccc(C(F)(F)F)c1)C2 (stereo not drawn) returned NCOA3 inh -2, TWEAK-Fn14 inh -1, NCOA2 inhibitor 7, TROY signal inh -12, C8 TRAIL sens -3, KKLEB tox -6, SRC1 inh -2, CF NFkB block -8, NR5A2 inv ag 10, LMP1 NFkB inh -8 and NR2F2 inh -15.
For CCCOc1ccc(C(=O)NNC(=S)NC(=O)CC)cc1 the results were NCOA3 inh 15, TWEAK-Fn14 inh -51, NCOA2 inhibitor -8, TROY signal inh -40, C8 TRAIL sens -17, KKLEB tox -7, SRC1 inh -46, CF NFkB block 12, NR5A2 inv ag 16, LMP1 NFkB inh 34 and NR2F2 inh -11.
For O=S(Cc1ccc(Br)cc1)Cc1nnc(SCc2c(F)cccc2Cl)n1-c1ccccc1 (stereo not drawn) the results were NCOA3 inh 26, TWEAK-Fn14 inh 48, NCOA2 inhibitor 17, TROY signal inh 22, C8 TRAIL sens 16, KKLEB tox 3, SRC1 inh 17, CF NFkB block 12, NR5A2 inv ag 31, LMP1 NFkB inh 15 and NR2F2 inh 31.
`N#Cc1cccc(C(c2nnnn2Cc2ccccc2)N2CCCC2)c1` (stereo not drawn) gave NCOA3 inh 17, TWEAK-Fn14 inh 1, NCOA2 inhibitor 22, TROY signal inh 2, C8 TRAIL sens -10, KKLEB tox -2, SRC1 inh 1, CF NFkB block 3, NR5A2 inv ag 17, LMP1 NFkB inh -13 and NR2F2 inh 11.
`CSc1c(C#N)c(N)nc2sc(C(=O)c3ccccc3)c(N)c12` gave NCOA3 inh -5, TWEAK-Fn14 inh -5, NCOA2 inhibitor -8, TROY signal inh 6, C8 TRAIL sens 7, KKLEB tox 7, SRC1 inh 2, CF NFkB block 6, NR5A2 inv ag 15, LMP1 NFkB inh 5 and NR2F2 inh 4.
COC(=O)CN(c1ccccc1)S(=O)(=O)c1ccc(F)cc1 was read as NCOA3 inh 9, TWEAK-Fn14 inh 15, NCOA2 inhibitor 6, TROY signal inh 2, C8 TRAIL sens -5, KKLEB tox -4, SRC1 inh -4, CF NFkB block 4, NR5A2 inv ag 3, LMP1 NFkB inh 2 and NR2F2 inh -2.
`CC(C)CCN1CCN(Cc2ccc3nsnc3c2)CC1CCO` (stereo not drawn) gave NCOA3 inh 2, TWEAK-Fn14 inh -7, NCOA2 inhibitor 3, TROY signal inh -3, C8 TRAIL sens -7, KKLEB tox 16, SRC1 inh 15, CF NFkB block 10, NR5A2 inv ag -3, LMP1 NFkB inh 10 and NR2F2 inh 4.
`COCCN(C(=O)CCc1nnc(Cc2c[nH]c3ccccc23)o1)C(C)C` gave NCOA3 inh -1, TWEAK-Fn14 inh 4, NCOA2 inhibitor 3, TROY signal inh -7, C8 TRAIL sens -19, KKLEB tox 0, SRC1 inh 1, CF NFkB block 7, NR5A2 inv ag 17, LMP1 NFkB inh -12 and NR2F2 inh -10.
For O=[N+]([O-])c1ccc(C=Nc2ccc(Cl)cc2Cl)s1 the results were NCOA3 inh -13, TWEAK-Fn14 inh 21, NCOA2 inhibitor -9, TROY signal inh -6, C8 TRAIL sens 54*, KKLEB tox -8, SRC1 inh -24, CF NFkB block 19, NR5A2 inv ag 17, LMP1 NFkB inh -1 and NR2F2 inh 5.

Random excerpt: 4 compounds from above.
For O=[N+]([O-])c1ccc(C=Nc2ccc(Cl)cc2Cl)s1 the results were NCOA3 inh -13, TWEAK-Fn14 inh 21, NCOA2 inhibitor -9, TROY signal inh -6, C8 TRAIL sens 54*, KKLEB tox -8, SRC1 inh -24, CF NFkB block 19, NR5A2 inv ag 17, LMP1 NFkB inh -1 and NR2F2 inh 5.
`N#Cc1cccc(C(c2nnnn2Cc2ccccc2)N2CCCC2)c1` (stereo not drawn) gave NCOA3 inh 17, TWEAK-Fn14 inh 1, NCOA2 inhibitor 22, TROY signal inh 2, C8 TRAIL sens -10, KKLEB tox -2, SRC1 inh 1, CF NFkB block 3, NR5A2 inv ag 17, LMP1 NFkB inh -13 and NR2F2 inh 11.
`CSc1c(C#N)c(N)nc2sc(C(=O)c3ccccc3)c(N)c12` gave NCOA3 inh -5, TWEAK-Fn14 inh -5, NCOA2 inhibitor -8, TROY signal inh 6, C8 TRAIL sens 7, KKLEB tox 7, SRC1 inh 2, CF NFkB block 6, NR5A2 inv ag 15, LMP1 NFkB inh 5 and NR2F2 inh 4.
`COCCN(C(=O)CCc1nnc(Cc2c[nH]c3ccccc23)o1)C(C)C` gave NCOA3 inh -1, TWEAK-Fn14 inh 4, NCOA2 inhibitor 3, TROY signal inh -7, C8 TRAIL sens -19, KKLEB tox 0, SRC1 inh 1, CF NFkB block 7, NR5A2 inv ag 17, LMP1 NFkB inh -12 and NR2F2 inh -10.

Going on with the list:
CCn1c(CC(=O)Nc2ccccc2)nnc1SCC(=O)N1CCOCC1 was read as NCOA3 inh -21, TWEAK-Fn14 inh 2, NCOA2 inhibitor -12, TROY signal inh -10, C8 TRAIL sens -17, KKLEB tox 2, SRC1 inh -5, CF NFkB block -20, NR5A2 inv ag -7, LMP1 NFkB inh -1 and NR2F2 inh 15.
Screening CCC(C)(C)NC(=O)Cc1ccc(C)cc1 returned NCOA3 inh -7, TWEAK-Fn14 inh -29, NCOA2 inhibitor -31, TROY signal inh -23, C8 TRAIL sens 1, KKLEB tox 10, SRC1 inh -14, CF NFkB block -10, NR5A2 inv ag -18, LMP1 NFkB inh -3 and NR2F2 inh 7.
For O=C(O)C(=Cc1ccccc1Cl)c1ccccc1 the results were NCOA3 inh 18, TWEAK-Fn14 inh -6, TROY signal inh -4, C8 TRAIL sens -8, KKLEB tox -2, SRC1 inh 4, CF NFkB block 2 and NR5A2 inv ag 5.
`COc1ccc(NC(=O)c2cccs2)c([N+](=O)[O-])c1` gave NCOA3 inh -93, TWEAK-Fn14 inh -1, NCOA2 inhibitor -44, TROY signal inh -69, C8 TRAIL sens -1, KKLEB tox -2, SRC1 inh -93, CF NFkB block -10, NR5A2 inv ag -93, LMP1 NFkB inh -16 and NR2F2 inh -14.
`C#CCN(C[C@@H]1[C@@H](OC(=O)Nc2c(C)noc2C)[C@@H](OC(=O)Nc2c(C)noc2C)Cn2c(=O)n(CCCCCC)c(=O)n21)S(=O)(=O)c1ccc(C)cc1` gave NCOA3 inh -5, TWEAK-Fn14 inh 17, NCOA2 inhibitor 2, TROY signal inh -5, C8 TRAIL sens 5, KKLEB tox 6, SRC1 inh 10, CF NFkB block 4, NR5A2 inv ag 9, LMP1 NFkB inh -24 and NR2F2 inh 7.
Screening CSC1=NCCN1C(=O)c1c(-c2ccccc2Cl)noc1C returned NCOA3 inh -13, TWEAK-Fn14 inh 16, NCOA2 inhibitor 8, TROY signal inh 2, C8 TRAIL sens -8, KKLEB tox -2, SRC1 inh -7, CF NFkB block 5, NR5A2 inv ag 25, LMP1 NFkB inh 4 and NR2F2 inh -1.
`CCCCCCCOc1ccc(C(=O)Nc2cccnc2)cc1` gave NCOA3 inh 5, TWEAK-Fn14 inh -8, NCOA2 inhibitor -36, TROY signal inh -12, C8 TRAIL sens 33, KKLEB tox -6, SRC1 inh -13, CF NFkB block 11, NR5A2 inv ag -28, LMP1 NFkB inh -13 and NR2F2 inh 1.
For CC(C)CC(NC(N)=O)C(=O)Nc1ccc(Oc2ccccc2)cc1 (stereo not drawn) the results were NCOA3 inh 7, TWEAK-Fn14 inh 26, NCOA2 inhibitor -12, TROY signal inh 22, C8 TRAIL sens 3, KKLEB tox 10, SRC1 inh -4, CF NFkB block 1, NR5A2 inv ag 6, LMP1 NFkB inh 3 and NR2F2 inh 11.
For CC(=O)Nc1ccc(CN2CCN(c3cccc(C(F)(F)F)c3)CC2)cc1 the results were NCOA3 inh 1, TWEAK-Fn14 inh -1, NCOA2 inhibitor 1, TROY signal inh -6, C8 TRAIL sens -7, KKLEB tox 8, SRC1 inh 6, CF NFkB block -5, NR5A2 inv ag -6, LMP1 NFkB inh 0 and NR2F2 inh 10.
`O=S(=O)(c1ccc(=S)[nH]c1)N1CCN(Cc2ccccc2)CC1` gave NCOA3 inh 14, TWEAK-Fn14 inh -2, NCOA2 inhibitor 0, TROY signal inh 5, C8 TRAIL sens -16, KKLEB tox 22, SRC1 inh -57, CF NFkB block -15, NR5A2 inv ag 12, LMP1 NFkB inh -5 and NR2F2 inh 6.
`CC(NC(=O)CC1SC(N)=NC1=O)c1ccccc1` (stereo not drawn) gave NCOA3 inh -3, TWEAK-Fn14 inh -2, NCOA2 inhibitor -6, TROY signal inh -7, C8 TRAIL sens -3, KKLEB tox 8, SRC1 inh 7, CF NFkB block -1, NR5A2 inv ag 11, LMP1 NFkB inh 4 and NR2F2 inh 22.
Screening COc1ccc([C@H]2N[C@]3(CCCN(Cc4ccc(Br)cc4)C3=O)[C@H]3C(=O)N(C)C(=O)[C@@H]23)cc1 returned NCOA3 inh -8, TWEAK-Fn14 inh -28, NCOA2 inhibitor 12, TROY signal inh 1, C8 TRAIL sens 3, KKLEB tox 18, SRC1 inh 3, CF NFkB block -23, NR5A2 inv ag -10, LMP1 NFkB inh -4 and NR2F2 inh -5.
For CNC(=O)COc1cccc(C(=O)NCc2ccccc2)c1 the results were NCOA3 inh 21, TWEAK-Fn14 inh 10, NCOA2 inhibitor -9, TROY signal inh -7, C8 TRAIL sens -6, KKLEB tox -5, SRC1 inh 3, CF NFkB block -14, NR5A2 inv ag 12, LMP1 NFkB inh -6 and NR2F2 inh 15.
O=C(COC(=O)c1ccccc1Cl)NC1CCCCCC1 was read as NCOA3 inh -11, TWEAK-Fn14 inh -17, NCOA2 inhibitor -34, TROY signal inh -49, C8 TRAIL sens 2, KKLEB tox 1, SRC1 inh -17, CF NFkB block 1, NR5A2 inv ag -7, LMP1 NFkB inh -11 and NR2F2 inh 1.
For CN1CCN(C(=O)C2=C[C@@H](C3CCCCC3)C[C@@H](OCCCCO)O2)CC1 the results were NCOA3 inh 4, TWEAK-Fn14 inh -6, NCOA2 inhibitor -5, TROY signal inh -7, C8 TRAIL sens -7, KKLEB tox 0, SRC1 inh -2, CF NFkB block 7, NR5A2 inv ag 4, LMP1 NFkB inh -29 and NR2F2 inh 18.
For CC(C)Sc1nc2c(cnn2-c2ccccc2)c(=O)[nH]1 the results were NCOA3 inh 0, TWEAK-Fn14 inh -24, NCOA2 inhibitor -18, TROY signal inh 4, C8 TRAIL sens 9, KKLEB tox -6, SRC1 inh 0, CF NFkB block 13, NR5A2 inv ag 2, LMP1 NFkB inh 3 and NR2F2 inh -18.
For COc1ccc(-c2sc3cc4c(cc3c2C#Cc2ccc(N)cc2)OCO4)cc1 the results were NCOA3 inh -22, TWEAK-Fn14 inh -10, NCOA2 inhibitor -16, TROY signal inh -37, C8 TRAIL sens 13, KKLEB tox -8, SRC1 inh -7, CF NFkB block -8, NR5A2 inv ag 1, LMP1 NFkB inh -20 and NR2F2 inh -6.

Compound activity from PubChem.
